# FLuc counter = inhibits or activates purified firefly luciferase, miR-21 counter-screen; purified FLuc, Km substrates, luminescence inhibition; Potency, µM (highest dose often 57.5 µM), for the others: at the top dose activity change, negative = inhibition, hits mostly inhibitors; actives 6.9% (n = 360,000); AID 588342;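 further: potency means the concentration at half of the fitted maximal effect; plate controls were vehicle for no effect and reference inhibitor for full effect; nearly all actives have a fitted effect of over 55% in size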
# Target sequence (P08659 whole entry, looked up): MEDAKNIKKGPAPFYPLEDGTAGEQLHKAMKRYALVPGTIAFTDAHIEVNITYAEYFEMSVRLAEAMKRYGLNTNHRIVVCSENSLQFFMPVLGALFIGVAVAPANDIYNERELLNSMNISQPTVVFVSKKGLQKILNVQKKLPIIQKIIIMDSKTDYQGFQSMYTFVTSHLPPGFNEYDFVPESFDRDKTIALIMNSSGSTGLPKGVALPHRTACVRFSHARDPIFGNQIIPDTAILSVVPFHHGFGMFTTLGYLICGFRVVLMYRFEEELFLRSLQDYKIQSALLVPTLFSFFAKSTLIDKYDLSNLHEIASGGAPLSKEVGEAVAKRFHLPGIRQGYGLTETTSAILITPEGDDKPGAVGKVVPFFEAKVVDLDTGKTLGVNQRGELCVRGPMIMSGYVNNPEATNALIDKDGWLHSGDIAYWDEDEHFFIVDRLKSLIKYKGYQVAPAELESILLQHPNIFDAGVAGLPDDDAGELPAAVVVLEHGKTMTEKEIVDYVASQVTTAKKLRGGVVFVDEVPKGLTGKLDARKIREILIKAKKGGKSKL
#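 Purified P. pyralis luciferase (10nM final) with 10uM D-luciferin and 10uM ATP (Km levels) in 50mM Tris acetate pH 7.5, 10mM Mg acetate, 0.01% Tween-20, 0.05% BSA; qHTS 6-point titration, ~60 µM downward; luminescence read.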
# ELG1 genotox = genotoxicity induction in ELG1-luciferase HEK293T cells | HEK293T ELG1-luciferase reporter, luminescence, 16 h | Potency, µM (titrated, usually from 46 µM), inactives show top-dose activity change, positive = activation, most hits filed as activators | actives 1.3% (n = 330,000) | AID 504466; further: potency means the concentration at half of the fitted maximal effect; % of control where 0% means no effect; nearly all actives have a fitted effect of over 60% in size
#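 Cells (2,000/well) expressing the ELG1-luciferase fusion are dosed by pin tool and kept 16 hr at 37 °C, 5% CO2. Signal comes from ONE-Glo luciferase reagent after 30 min at room temperature.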
# Giardia kill = kills Giardia lamblia; AID 540267; Giardia lamblia trophozoite viability; activity change, % at 7.66 µM, hits read low; actives 0.15% (n = 340,000); in the data active means activity change below about -80%; inconclusive means between about -30% and that limit;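 further: parasites exposed to compound for two days anaerobically before the ATP read; on the % scale 0 is the no-effect control and ±100 the full control effect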
#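 Viability, read as ATP luminescence: trophozoites at 100 cells/well, compound added, 48 hrs anaerobic at 37 deg C, then 15-30 min room-temperature development before reading.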
# VP16 counter = Gal4-VP16 reporter inhibition counter-screen; Drosophila S2 Gal4-VP16 UAS-luciferase, luminescence, 20 h; Potency, µM (series often up to 53.6 µM), for the others: at the highest dose activity, negative = inhibition, actives largely listed as inhibitors; actives 3.5% (n = 310,000);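 further: Gal4-VP16 expression switched on by copper sulfate through the metallothionein promoter; potency means the concentration at half of the fitted maximal effect; on the % scale 0 is the no-effect control and ±100 the full control effect; nearly all actives have a fitted effect of over 50% in size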
# KCNH2 3.1 inh = KCNH2 3.1 (human) potassium channel inhibition; U2OS KCNH2 3.1, thallium flux FluxOr; active compounds read low; activity change, % (tested at about 1.8 µM); actives 0.95% (n = 340,000); AID 720553;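 active means maximum activity change below -70%; inconclusive means maximum activity change from -70% to -50%; inactive means maximum activity change above -50%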;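 further: thallium influx rate constant from kinetic fluorescence after stimulation buffer; on the % scale 0 is the no-effect control and ±100 the full control effect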
#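 Thallium flux via FluxOr fluorescence (Red40 quencher, 45 min loading) in U2OS cells virally expressing the KCNH2 3.1 isoform (1.77 x 10^8 /mL virus, overnight at 37 C). Rate constants from 2-min kinetic reads post-stimulation, normalised to positive and negative controls.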
# Rab9 prom act = activators of Rab9 promoter | Huh7 Rab9 promoter-luciferase reporter, luminescence, 24 h | Potency, µM (top dose mostly 9.22 µM), inactives show at the highest dose activation, negative = inhibition, actives largely listed as activators | actives 2.8% (n = 320,000) | AID 485297; further: potency means the concentration at half of the fitted maximal effect; % of control where 0% means no effect; nearly all actives have a fitted effect of over 60% in size
#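 Luminescence read-out: Huh7 cells stably expressing Rab9-luciferase, treated 24 h with compound at 37 °C, then lysed with luciferase reagent for 10 min at ambient before reading.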
# uPA surface inh = blocks generation of uPA at the cell surface. Potency, µM (series often up to 38.3 µM), for inactives: at the highest dose activity change, negative = inhibition, actives largely listed as inhibitors. AID 540303. cell surface uPA generation assay, qHTS. actives 0.31% (n = 330,000); active means well fitted inhibition curve with a large enough effect; inconclusive means small, poorly fitted or top-dose-only effect; inactive means no such curve, though single readings can be large or run the other way; tested in mouse RAW 264.7 cells; further: potency means the concentration at half of the fitted maximal effect; on the % scale 0 is the no-effect control and ±100 the full control effect; nearly all actives have a fitted effect of over 55% in size
# Tb PFK inh = T. brucei PFK enzyme inhibition | T. brucei PFK, ADP-Glo luminescence | AID 485367 | Potency, µM (highest dose often 57.5 µM), for the others: at the highest dose activity, negative = inhibition, most hits filed as inhibitors | actives 0.17% (n = 330,000);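 further: potency means the concentration at half of the fitted maximal effect; 0% = uninhibited 1x PFK enzyme wells and -100% = no-enzyme wells; nearly all actives have a fitted effect of over 60% in size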
#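 Activity is normalized to no-enzyme wells (full inhibition) and 1.25 nM enzyme wells (no inhibition). Reaction: 0.5 mM F6P, 0.1 mM ATP, 45 min RT, ADP-Glo luminescence; concentration-response curves fitted and classed by quality.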
# Coupling enz = coupling enzyme interference in Giardia aldolase counter-screen; coupling enzyme system counterscreen, AmpLite Red fluorescence; activity change, negative = inhibition, % at 58.2 µM, hits read low; actives 0.67% (n = 290,000); AID 2472; in the data active means activity change below about -30%; further: on the % scale 0 is the no-effect control and ±100 the full control effect
#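 Counterscreen lacking aldolase: glyceraldehyde-3-phosphate coupling-enzyme reagent preincubated 10 min at RT with compound (at 57.5 uM final), then substrate/coupling system with AmpLite Red added; fluorescence read at 525/598 nm after 20 min RT.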
# RORgamma inh = inhibitors of mouse ROR gamma transcriptional activity; P51450; Drosophila S2 Gal4-RORgamma UAS-luciferase reporter, 20 h; Potency, µM (doses to about 53.6 µM), for inactives: at the top dose activity change, negative = inhibition, most hits filed as inhibitors; actives 5.4% (n = 310,000); AID 2551; further: potency means the concentration at half of the fitted maximal effect; on the % scale 0 is the no-effect control and ±100 the full control effect; nearly all actives have a fitted effect of over 60% in size
# Target sequence (P51450 whole entry, looked up, the tested form may be a part): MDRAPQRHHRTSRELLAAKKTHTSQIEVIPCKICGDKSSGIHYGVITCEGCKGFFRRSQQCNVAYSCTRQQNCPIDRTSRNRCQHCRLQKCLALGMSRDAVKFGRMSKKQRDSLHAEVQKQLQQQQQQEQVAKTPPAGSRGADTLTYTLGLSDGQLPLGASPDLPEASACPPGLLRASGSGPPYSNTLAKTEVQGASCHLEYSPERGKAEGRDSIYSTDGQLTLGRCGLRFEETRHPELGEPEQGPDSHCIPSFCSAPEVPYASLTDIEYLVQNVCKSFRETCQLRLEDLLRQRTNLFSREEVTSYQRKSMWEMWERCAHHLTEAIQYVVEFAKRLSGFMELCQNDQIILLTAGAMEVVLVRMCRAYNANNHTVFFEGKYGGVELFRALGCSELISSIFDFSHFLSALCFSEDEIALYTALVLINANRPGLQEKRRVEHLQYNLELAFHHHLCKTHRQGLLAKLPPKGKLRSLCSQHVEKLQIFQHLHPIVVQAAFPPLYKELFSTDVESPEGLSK
#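 ROR gamma transcriptional activity was tracked as Gal4-UAS luciferase output in stably transfected Drosophila Schneider cells, with compound added 1 hr before 700 uM copper sulfate induction and a 20 hr ambient-temperature incubation.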
# NPC1 prom act = activates the NPC1 promoter | Huh7 NPC1 promoter luciferase reporter, 24 h | Potency, µM (top dose mostly 9.22 µM), inactives show top-dose activation, hits mostly activators | actives 2.4% (n = 320,000) | AID 485313;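 further: potency means the concentration at half of the fitted maximal effect; % of control where 0% means no effect; nearly all actives have a fitted effect of over 60% in size; reporter is driven by a mutant NPC1 promoter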
#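 Huh7 cells stably carrying NPC1 promoter–luciferase, plated in Opti-MEM with 10% FBS for 2 h, were exposed to compound in DMSO for 24 h at 37 °C; luciferase reagent was added for 10 min and luminescence read.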
# An asterisk follows results filed as active; ? = inconclusive; · = not tested or not shown; & = joins results of further samples; [ ] = remark or other dose. Unless noted, the call rests on the fitted dose curve; in most records, active means well fitted curve in the direction sought with a large enough effect; inconclusive means small, poorly fitted or top-dose-only effect, or another doubt; inactive means no such curve, though single readings can be large; an effect the other way counts as inactive or inconclusive.
SMILES,FLuc counter,ELG1 genotox,Giardia kill,VP16 counter,KCNH2 3.1 inh,Rab9 prom act,uPA surface inh,Tb PFK inh,Coupling enz,RORgamma inh,NPC1 prom act
COc1ccc(CCNC(=O)C(=O)NCC2OCCN2S(=O)(=O)c2ccc(OC)c(OC)c2)cc1OC (stereo not given),0%,0%,-22,-4%,4,3%,-17%,0%,0,15%,-3%
Cc1ccc(-c2nn[nH]n2)cc1,?,1%,0,-9%[0.365 µM],-10,-2%,0%,5%,3,-3%,-5%
Cc1cc(C)n(CCNC(=O)c2cc(COc3ccc(F)cc3Cl)on2)n1,?,-11%,-12,0%,6,-3%,-2%,0%,-3,?,3%
O=C(CN(Cc1ccco1)C(=O)CNS(=O)(=O)c1ccc(Cl)cc1)NC1CCCCC1,1%,0%,-25,-3%,-7,-3%,-3%,0%,2,-3%,-1%
O=C(NCCc1ccccc1)C(=O)NCC1OCCCN1S(=O)(=O)c1cccs1 (stereo not given),6%,1%,26,12%,-4,2%,9%,2%,0,-1%,7%
Cc1sc2nc(CSCC(=O)Nc3ccc(Cl)cc3F)[nH]c(=O)c2c1C,-3%,0%,8,·,-4,1%,8%,0%,·,·,-6%
c1ccc(-c2csc(N3CCSCC3)n2)cc1,24µM*,0%,0,3%,-3,?,4%,0%,-1,19%,13%
CCOCCCn1c(=NC(C)=O)c(C#N)cc2c(=O)n3cccc(C)c3nc21,2%,-4%,24,-1%,15,-2%,9%,-2%,6,-16%,2%
CC1(C)CC(=O)C(C=NCC(N)=O)=C(O)C1,-4%,-2%,7,-10%,0,4%,-1%,-6%,1,-9%,0%
CCOc1ccc(Nc2ccc([N+](=O)[O-])c3nonc23)cc1,12µM*,20%,?,·,-32,4.5µM*,-13%,-11%,-4,·,?
Cc1ccc(CNC(=S)Nc2ccc(OC(F)F)cc2C)cc1,2%,-1%,17,4.5µM*,4,-10%,0%,-2%,-1,5.6µM*,4%
CC(C)CC1Nc2ncnc(N3CCCCC3)c2N(Cc2ccc(Br)cc2)C1=O (stereo not given),7%,-1%,9,·,-24,2%,?,-7%,·,·,-3%
CC(=O)Nc1ccc(S(=O)(=O)NNC(=O)COc2ccc(Cl)cc2Cl)cc1,6%,0%,8,-3%,-8,9%,-2%,1%,8,-5%,-3%
COc1ccc(-c2cc(=NC(CC(C)C)C(=O)O)c3cc(C)ccc3o2)cc1 (stereo not given),0.85µM*,?,12,-18%,1,3%,0%,13%,3,-10%,?
Cc1cccc(NC(=O)c2ccc(NC(C)c3ccccc3)c([N+](=O)[O-])c2)n1 (stereo not given),-7%,-9%,-8,-10%,10,-1%,0%,-3%,-12,0%,-5%
Cc1cc(=O)oc2c3c(cc(OCC(=O)NCC4CCC(C(=O)O)CC4)c12)OC(C)(C)CC3 (stereo not given),-5%,8%,-15,-8%,4,0%,0%,1%,0,-14%,0%
CC(CCN1CCC(n2nccc2NC(=O)c2ccccc2Cl)CC1)c1ccccc1 (stereo not given),5%,-1%,18,4%,-99*,·,-14%,3%,·,-20%,3%
CC(NC(=O)CCNC(=O)c1ccc(Br)cc1)c1ccc(-n2ccnc2)cc1 (stereo not given),2%,1%,-8,·,-7,-3%,-8%,3%,·,·,0%
O=C1C=C(c2ccccc2)C[C@H](c2cccs2)[C@H]1n1nnc([N+](=O)[O-])n1,1%,-1%,-11,?,-2,-14%,-15%,4%,-23,?,-9%
O=C(CCl)c1ccc(Cc2ncc(C(F)(F)F)cc2Cl)s1,-1%,-1%,-10,-13%,-21,-15%,-4%,0%,3,-11%,-5%
Cc1cccc(NC(=O)CCCc2ccccc2)c1,17µM*,?,-17,·,-6,?,5%,2%,0,·,?
CN1CCN(C(=O)c2c(O)c3cccc4c3n(c2=O)CCC4)CC1,-1%,-10%,23,-7%,7,6%,7%,2%,-3,-2%,1%
CCOC(=O)C(=O)NNc1ccccc1OC,2%,0%,-6,2%,-7,0%,3%,1%,-1,-1%,0%
CCn1c(CN2CCN(CCO)CC2)nc2ccccc21,0%,4%,6,-8%,-4,-7%,11%,-11%,4,-10%,0%
CC(=O)OC1c2ccccc2C(=O)N1c1ccccc1C (stereo not given),0%,1%,4,-5%,10,-4%,-2%,5%,3,10%,0%
# (next part)
SMILES,FLuc counter,ELG1 genotox,Giardia kill,VP16 counter,KCNH2 3.1 inh,Rab9 prom act,uPA surface inh,Tb PFK inh,Coupling enz,RORgamma inh,NPC1 prom act
COc1ccc2[nH]c(C)c(CCNC(=S)Nc3cc(C)cc(C)c3)c2c1,0%,-3%,?,11µM*,1,-8%,-3%,-1%,-1,2.2µM*,-3%
CCOC(=O)N1CCN(C(=O)c2cccn3c(=O)c4c5c(sc4nc23)CCCC5)CC1,-15%,14%,2,0%,15,4%,15%,-1%,2,1%,-3%
CC1CN(Cc2nc3c(c(=O)n(C)c(=O)n3C)n2CC(O)CO)CC(C)O1 (stereo not given),2%,-2%,8,5%,-19,2%,4%,4%,-2,26%,-3%
COc1ccc([N+](=O)[O-])cc1COc1cc(C)cc2oc(=O)cc(-c3ccccc3)c12,1%,-1%,-6,-5%,-12,-1%,1%,2%,-3,-21%,-22%
CCOC(=O)c1c(C)[nH]c(C(=O)Nc2ccc(C)c(Cl)c2)c1C,2.4µM*,?,·,?,·,4µM*,·,8%,2,-4%,2µM*
Cc1ccc(CNC(=O)Cn2c(=O)oc3ccccc32)o1,3%,1%,-11,-2%,11,1%[1.84 µM],-1%,1%,1,8%,-2%
NS(=O)(=O)c1ccc(CCNC(=S)NC2CCCC2)cc1,-1%,0%,5,-10%,13,-3%,3%,3%,-1,16%,-3%
Clc1ccc(CSc2nnc3c(n2)[nH]c2ccccc23)cc1,3%,-7%,2,3%,-5,-1%,3%,?,2,?,2%
CCCN(CCC)C(=O)CC(c1ccccc1)c1cc(C)ccc1O (stereo not given),1%,-9%,-26,-5%,0,2%,3%,-5%,1,25%,-1%
CC(C)C(=O)Nc1cccc(-c2cn3ccsc3n2)c1,15µM*,?,10,15%,-12,29%,-2%,-1%,1,7%,13%
CN(C)CCCNC(=O)CCC1CCCCC1,0%,-1%,5,-9%,7,-9%,1%,-16%,1,-10%,-2%
CC(=O)NCC1CCCN(Cc2cn(-c3ccccc3)nc2-c2ccc3c(c2)OCO3)C1 (stereo not given),-9%,1%,12,2%,0,0%,2%,1%,0,11%,0%
O=C(/C=C/c1cccs1)NC(=S)NNC(=O)c1ccccc1O,?,-8%,?,2%,-2,-41%[inhibitor],-12%,15%,7,?,-36%[inhibitor]
Cc1ccc2c(C(=O)CN3CCN(C4CCCCC4)CC3)c(C)[nH]c2c1,-3%,3%,6,0%,31,-8%,-8%,-4%,0,-8%,2%
CCN(C(=O)CSc1nnc(Nc2ccccc2)s1)C1CCS(=O)(=O)C1 (stereo not given),?,3%,16,-15%,-15,-3%,-4%,5%,3,14%,-3%
NC(=O)CCn1c(=O)oc2ccccc21,0%,-1%,-9,-1%,2,1%,1%,10%,1,3%,-1%
CC1(C)CSC(=NCCc2ccccc2)N1,-5%,6%,-19,-16%,0,8%,-2%,0%,3,6%,13%
COc1ccc(CN(Cc2cccn2C)S(=O)(=O)c2ccc(C)cc2)cc1,-1%,-3%,-3,-3%,-14,-4%,-1%,-2%,-18,-1%,-2%
COc1ccc(C(=O)N(CC(=O)NC(C)(C)C)c2ccc3c(c2)OCCO3)cc1OC,-10%,13%,11,0%,-6,-1%,·,0%,-1,6%[10 µM],8%
c1ccc(Oc2cc(-c3ccccc3)nc(-c3ccccc3)n2)cc1,-4%,-1%,-9,2%,-8,2%,3%,0%,4,-7%,-6%
COC(CNC(=O)[C@H](Cc1ccccc1)N1Cc2ccccc2C1=O)OC,-1%,0%,-3,3%,-1,-1%,1%,-1%,0,33%,-1%
CCc1nn(CC(=O)NCCCc2ccccc2)c(=O)c2cc3c(OC)cccc3n12,4%&-4%,-1%,-8,-6%,5,-2%,-1%,2%,-3,-2%,-2%
O=C(NC1CCN(Cc2ccccc2)CC1)c1cccc(Br)c1,1%,-5%,7,2%,-7,-1%,9%,2%,0,1%,-1%
Cc1ccc(S(=O)(=O)Cc2cc(-c3ccc(Cl)cc3)no2)cc1,-13%,-8%,-24,4%,-2,-3%,4%,0%,0,?,-6%
CCn1c2ccccc2c2c3ncc4cccn4c3ccc21,3µM*,12%,-17,-12%,10,?,-6%,0%,-4,6%,3.2µM*
CN(C)S(=O)(=O)c1ccc2c(c1)C(CC(=O)O)OC2=O (stereo not given),0%,-7%,17,·,9,2%,2%,10%,3,8%[0.365 µM],-4%

# Bioassay records deposited in PubChem by National Center for Advancing Translational Sciences (NCATS).
